# Screening results deposited in PubChem BioAssay by National Center for Advancing Translational Sciences (NCATS).
# A549 viability – Nrf2 qHTS screen for inhibitors: counterscreen for cytotoxicity | A549 ARE-Fluc cells, CellTiter-Fluor viability, 18-24 h | Potency, µM (titrated, usually from 46 µM), for the others: at the top dose activity change, negative = cytotoxicity, usual class: inhibitors | 390,000 tested, 0.16% active | AID 504648, 2011; also: potency is read from the fitted curve at half-maximal effect; % is scaled to controls: 0 for no effect and ±100 for the full control effect
#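 A549 ARE-Fluc cells in 5% FBS OPTI-MEM, 5000 cells/well, rested 2 h then exposed to compounds in concentration-response for 18-24 h at 37 °C. Viability by CellTiter-Fluor fluorescence (Ex 405/Em 525) after 30 min; luciferase luminescence (BugLite, 15 min, RT) read afterwards.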
# EPAC2 antagonist – qHTS for Antagonist of cAMP-regulated guanine nucleotide exchange factor 2 (EPAC2): primary screen; Potency, µM (series often up to 114 µM), inactives show top-dose activity, negative = inhibition, most hits filed as inhibitors; EPAC2 GEF exchange of Rap1B-BODIPY-GDP, fluorescence; 360,000 tested, 0.18% active; also: potency is read from the fitted curve at half-maximal effect; % is scaled to controls: 0 for no effect and ±100 for the full control effect; nearly all actives have a fitted effect of over 45% in size; many of its hits are not listed in these tables
# Target sequence (Q8WZA2 whole entry, looked up): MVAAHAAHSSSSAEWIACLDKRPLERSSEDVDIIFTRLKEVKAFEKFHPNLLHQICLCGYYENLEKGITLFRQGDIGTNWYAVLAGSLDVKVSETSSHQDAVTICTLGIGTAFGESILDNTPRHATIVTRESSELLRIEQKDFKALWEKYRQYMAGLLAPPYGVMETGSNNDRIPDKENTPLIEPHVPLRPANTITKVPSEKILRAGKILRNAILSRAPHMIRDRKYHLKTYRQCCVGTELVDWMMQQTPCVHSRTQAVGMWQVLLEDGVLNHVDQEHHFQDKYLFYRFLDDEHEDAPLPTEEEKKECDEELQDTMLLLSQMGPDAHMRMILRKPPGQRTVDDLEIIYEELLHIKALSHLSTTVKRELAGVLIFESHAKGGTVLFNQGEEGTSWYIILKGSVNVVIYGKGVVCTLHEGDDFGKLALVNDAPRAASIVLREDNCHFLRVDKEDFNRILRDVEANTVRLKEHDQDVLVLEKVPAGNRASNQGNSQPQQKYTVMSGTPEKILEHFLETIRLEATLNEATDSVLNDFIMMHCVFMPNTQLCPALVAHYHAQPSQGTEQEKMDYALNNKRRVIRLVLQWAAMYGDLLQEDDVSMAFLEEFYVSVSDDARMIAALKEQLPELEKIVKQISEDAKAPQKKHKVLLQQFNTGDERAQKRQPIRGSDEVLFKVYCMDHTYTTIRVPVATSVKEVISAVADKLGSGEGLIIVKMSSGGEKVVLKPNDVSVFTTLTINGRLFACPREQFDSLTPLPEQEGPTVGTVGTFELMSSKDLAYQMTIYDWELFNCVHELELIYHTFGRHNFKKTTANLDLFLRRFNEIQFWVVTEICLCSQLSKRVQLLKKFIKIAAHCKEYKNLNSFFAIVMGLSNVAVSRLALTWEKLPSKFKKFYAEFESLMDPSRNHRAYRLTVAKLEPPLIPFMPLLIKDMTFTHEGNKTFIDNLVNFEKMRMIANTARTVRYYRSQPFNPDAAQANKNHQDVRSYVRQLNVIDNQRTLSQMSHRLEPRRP
# Nrf2 activator – qHTS of Nrf2 Activators | 410,000 tested, 0.31% active | Potency, µM (titrated, usually from 46.1 µM), without a hit: top-dose activation, actives largely listed as activators | AREc32 ARE-luciferase reporter (MCF7-derived line), luminescence, 24 h; also: potency is read from the fitted curve at half-maximal effect; % of control where 0% means no effect; nearly all actives have a fitted effect of over 65% in size
#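 Reporter line AREc32 (ARE-Fluc), seeded overnight in OPTI-MEM with 5% FBS; compound pin-transferred, 24 hr at 37 deg C, 5% CO2; luminescent read-out.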
# MmCpn inh – Inhibitors of TCP-1 ring complex (TRiC) of Methanococcus maripaludis (MmCpn): qHTS; 330,000 tested, 0.031% active; purified Mm-Cpn ATPase, ADP Transcreener TR-FRET; Potency, µM (highest dose often 76.9 µM), for the others: at the top dose activity, negative = inhibition, actives largely listed as inhibitors; Chaperonin Mm-Cpn (Methanococcus maripaludis); also: potency is read from the fitted curve at half-maximal effect; % is scaled to controls: 0 for no effect and ±100 for the full control effect; nearly all actives have a fitted effect of over 80% in size
#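 Compound-treated chaperonin, 25 nM final, turns over 10 uM ATP at 37°C for 30 min following a 10 min preincubation; ADP generated competes with ADP-d2 for Eu-cryptate antibody, lowering FRET.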
# TGFb inhibitor – qHTS for Inhibitors of TGF-b; HepG2 CAGA-GFP TGF-b/SMAD3 reporter, GFP fluorescence, 18 h; TGF-beta stimulated, 500 pg/mL final; 410,000 tested, 1.2% active; Potency, µM (titrated, usually from 46.1 µM), for inactives: at the top dose activity, negative = inhibition, most hits filed as inhibitors; also: potency is read from the fitted curve at half-maximal effect; % is scaled to controls: 0 for no effect and ±100 for the full control effect; nearly all actives have a fitted effect of over 65% in size
#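 Per well, imaged GFP fluorescence of HEPG2 CAGA-GFP cells gives the signal; cells get compound, then TGF-beta (500 pg/mL final), 18 h at 37 degrees C; %Activity versus -TGF-beta and +DMSO controls.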
# EPAC2 ag – qHTS for Agonist of cAMP-regulated guanine nucleotide exchange factor 4 (EPAC2): primary screen. Rap guanine nucleotide exchange factor 4 (Homo sapiens), Q8WZA2. EPAC2 activation, biochemical qHTS; response scale: 100% = 6.5 mM cAMP response. Potency, µM (top dose mostly 154 µM), without a hit: top-dose activation, actives largely listed as activators. 360,000 tested, 0.079% active; also: potency is read from the fitted curve at half-maximal effect; nearly all actives have a fitted effect of over 50% in size
#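 In this primary screen, activation is scored as increased exchange of BODIPY-GDP from Rap1B by 100 nM EPAC2, with 50 uM GDP as competitor. Signal is normalized to the 6.5 mM cAMP agonist control.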
# pAkt inh – HTS Assay for Inhibitors of Akt Phophorylation: Primary Screen; AID 651550, 2012; 360,000 tested, 0.32% active; activity change, % for hits at 50 µM; Neuro2A IGF-stimulated pAkt S473 HTRF, 20 min; hits give low values; in the data active = activity change below about -80%; inconclusive = mostly about -51% to -80%; also: % is scaled to controls: 0 for no effect and ±100 for the full control effect
#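 Neuro2A cells in DMEM with 0.5% FBS, overnight at 37 deg C, given compound at single 50 µM final, then IGF (6 nM final) for 20 min at 37 deg C. Lysed; phospho-Akt Ser473 by HTRF after 24 h, 665/615 ratio.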
# CCT modulator – High-Throughput Screening for Modulators of Cytosolic Chaperonin Activity; 360,000 tested, 0.3% active; AID 651819, 2012; purified chaperonin ATPase assay, HTRF ADP detection, 30 min; activity change, % (no concentration beside the values), hits read low; in the data active = activity change below about -30%; also: % is scaled to controls: 0 for no effect and ±100 for the full control effect
#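 TRiC (40 or 20 nM final, by batch activity) in 30 mM Tris pH 7.4, 100 mM KCl, 5 mM MgCl2, 1 mM DTT was treated with compound at 76 uM single dose, then 10 uM ATP, 30 min at 37 °C. ADP was read by HTRF Transcreener.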
# Nrf2 block – Nrf2 qHTS screen for inhibitors | A549 ARE-Fluc reporter, luciferase luminescence, 18-24 h | Potency, µM (top dose mostly 46 µM), without a hit: at the top dose activity change, negative = inhibition, most hits filed as inhibitors | 360,000 tested, 2.1% active | AID 504444, 2011; also: potency is read from the fitted curve at half-maximal effect; % is scaled to controls: 0 for no effect and ±100 for the full control effect; nearly all actives have a fitted effect of over 60% in size
#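 Quantitative HTS in A549 cells stably bearing an antioxidant response element-firefly luciferase construct. Inhibition of Nrf2-driven transcription was scored by luminescence after 18-24 h of compound exposure at 37 °C.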
# The depositor's hits bear a star; i = inactive; ? = inconclusive; . = no result given; & = joins results of further samples; [ ] = remark or other dose. Unless noted, calls follow the shape of the dose curve; as a rule, active = well fitted curve in the direction sought with a large enough effect; inconclusive = small, poorly fitted or top-dose-only effect, or another doubt; inactive = no such curve, though single readings can be large; an effect the other way counts as inactive or inconclusive. These rows are one share of the data; the hit share may differ from the screen's.
# Each structure is followed by: A549 viability	EPAC2 antagonist	Nrf2 activator	MmCpn inh	TGFb inhibitor	EPAC2 ag	pAkt inh	CCT modulator	Nrf2 block
COc1ccc(N(CC(=O)NC2CCCC2)C(=O)CS(=O)CC(=O)Nc2ccc3c(c2)OCO3)cc1 (stereo not drawn)
    1%	-1%	-0.1%	-4%	-3%	-4%	i	0.3	4%
O=C(CSc1nnc(CCCN2C(=O)c3cccc4cccc(c34)C2=O)n1-c1ccccc1)NCCCN1CCOCC1
    4%	21%	0.4%	0%	17%	0%	i	2.4	?
O=C(CN1C(=O)CNC1=O)Nc1cc(Cl)cc(Cl)c1
    9%	?	3.0%	1%	2%	15%	i	-1.1	13%
O=C(CCC(=O)Nc1cccc([N+](=O)[O-])c1)N/N=C/c1cccs1
    3%	-6%	?	0%	-11%	10%	i	-2.4	-9%
COc1ccc(S(=O)(=O)n2ccc(-c3ccc4c(c3)CCC(C)(C)O4)n2)cc1
    0%	-2%	-0.1%	1%	?	3%	i	2.2	13µM*
O=C1NC[C@H](CCCCN2C[C@H](Cc3ccccc3)N(CCc3ccc(O)cc3)C(=O)C2=O)N(CC2CCCCC2)C1=O
    .	-12%	0.6%	.	.	-6%	i	0.2	.
COc1ccc(-c2noc(CN(C)C(=O)c3ccco3)n2)cc1
    -10%	3%	-0.3%	-2%	7%	-2%	i	-1.2	-22%
Cc1ccc(CN2CCN(/N=C/c3ccc(C)s3)CC2)c(C)c1
    2%	6%	-1.0%	-2%	0%	0%	i	-2.0	-6%
O=C(Nc1cccc(Cl)c1)N(Cc1nc2ccccc2c(=O)[nH]1)C1CCCC1
    -9%	-8%	2.6%	0%	-19%	13%	i	-2.1	-14%
O=C(c1ccc2c(c1)OCO2)N1CCN(C(=O)c2ccco2)CC1
    -2%	8%	-1.1%	0%	9%	0%	i	-1.9	8%
Cc1cc([N+](=O)[O-])nn1CCCC(=O)NCc1ccc(F)cc1
    2%	-4%	0.2%	-6%	-18%	9%	i	-0.7	-6%
COc1ccc(-c2nn(-c3ccccc3)cc2C(=O)O)cc1
    0%	-1%	-0.3%	0%	-8%	18%	i	-0.2	-10%
O=C(Nc1cccc(C(=O)O)c1)/C(=C\c1cccc([N+](=O)[O-])c1)NC(=O)c1ccc(Br)cc1
    .	-12%	-0.5%	.	-2%	13%	i	0.9	.
CCOC(=O)[C@]12CCC=C1N(Cc1cccc3ccccc13)C(=O)[C@H](CC(=O)NCC13CC4CC(CC(C4)C1)C3)C2
    .	5%	0.0%	.	.	4%	i	1.0	.
Cc1ccc(C)c(S(=O)(=O)N2CCCCC2CCNC(=O)C(=O)NC2CCCC2)c1 (stereo not drawn)
    0%	0%	-0.8%	-2%	?	-7%	i	-4.0	?
COc1ccc(S(=O)(=O)N2CCN(CCC(=O)Nc3ccccc3F)CC2)cc1
    20%	0%	-0.3%	0%	-13%	11%	i	-0.8	17%
O=C(Nc1ccccc1Br)c1c(F)cccc1Cl
    -9%	-4%	-0.1%	0%	1%	4%	i	-1.6	8%
O=C(Nc1ccccc1N1CCOCC1)c1cc(F)cc(F)c1
    -1%	-8%	0.7%	0%	16%	2%	i	-2.8	-6%
Cc1nc2cc(NC(=O)CS(=O)(=O)c3ccc(F)cc3)ccc2s1
    3%	-4%	0.5%	1%	5%	-8%	i	-3.8	7%
O=C(O)c1cccnc1SCC(=O)N1CCCCCC1
    15%	10%	-0.1%	-1%	-20%	5%	i	0.5	.
CC[C@H](C)[C@@H](NC(=O)O[C@@H]1C(=O)c2cc(OC)ccc2O[C@H]1c1ccc(OC)c(Br)c1)C(=O)OC
    0%	9%	0.2%	-1%	?	9%	i	-2.8	3%
CC(=O)C1C(=O)C=C(c2ccco2)CC1c1ccccc1 (stereo not drawn)
    -6%	-1%	-0.7%	-1%	-2%	5%	i	-3.4	-11%
CCOc1ccc(Nc2nc(C)c(NC(=O)c3cccc(F)c3)c(Nc3ccc(OCC)cc3)n2)cc1
    1%	.	-0.1%	.	?	.	.	.	-1%
COc1ccc(C(=O)O/N=C/c2ccc(S(=O)c3ccc(Cl)cc3)nc2)cc1 (stereo not drawn)
    -2%	12%	-0.2%	-2%	8%	8%	i	1.4	7%
COc1ccc(C(C(=O)NC(C)(C)C)N(C(=O)CCC(=O)Nc2cc(C)on2)c2c(C)cccc2C)cc1 (stereo not drawn)
    -11%	20%	0.4%	-2%	1%	-6%	i	-0.6	-17%
COc1ccc2nc3oc(C(=O)N4CC(C)CC(C)C4)cc3cc2c1 (stereo not drawn)
    -4%	-10%	-0.2%	-4%	-1%	-1%	i	-1.6	8%
Cc1ccsc1C(=O)N1CCC1(C)C(=O)NCC(C)(C)C (stereo not drawn)
    .	-2%	-1.0%	.	12%	7%	i	-2.2	.
Cc1ccc2[nH]c(CN3CCC(CO)(CC4CCCCO4)CC3)c(C)c2c1 (stereo not drawn)
    11%	-9%	0.4%	0%	0%	13%	i	-4.6	127%
CC(CCc1ccccc1)NC(=O)c1nnc(Cc2ccc(Cl)cc2)o1 (stereo not drawn)
    6%	-14%	0.0%	0%	-14%	8%	i	1.2	10%
O=C(Nc1ccc(C(F)(F)F)cc1)C1=NN(C2CCS(=O)(=O)C2)C(=O)CC1 (stereo not drawn)
    12%	2%	3.1%	0%	10%	5%	i	-1.1	-59%

# Five of these compounds in another layout:
SMILES | A549 viability | EPAC2 antagonist | Nrf2 activator | MmCpn inh | TGFb inhibitor | EPAC2 ag | pAkt inh | CCT modulator | Nrf2 block
COc1ccc(S(=O)(=O)N2CCN(CCC(=O)Nc3ccccc3F)CC2)cc1 | 20% | 0% | -0.3% | 0% | -13% | 11% | i | -0.8 | 17%
O=C(Nc1ccccc1Br)c1c(F)cccc1Cl | -9% | -4% | -0.1% | 0% | 1% | 4% | i | -1.6 | 8%
CC(=O)C1C(=O)C=C(c2ccco2)CC1c1ccccc1 (stereo not drawn) | -6% | -1% | -0.7% | -1% | -2% | 5% | i | -3.4 | -11%
Cc1ccsc1C(=O)N1CCC1(C)C(=O)NCC(C)(C)C (stereo not drawn) | . | -2% | -1.0% | . | 12% | 7% | i | -2.2 | .
COc1ccc2nc3oc(C(=O)N4CC(C)CC(C)C4)cc3cc2c1 (stereo not drawn) | -4% | -10% | -0.2% | -4% | -1% | -1% | i | -1.6 | 8%

# (next part)
# Each structure is followed by: A549 viability	EPAC2 antagonist	Nrf2 activator	MmCpn inh	TGFb inhibitor	EPAC2 ag	pAkt inh	CCT modulator	Nrf2 block
O=C(CN1C(=O)NC2(CCCCC2)C1=O)NC1CCCc2ccccc21 (stereo not drawn)
    -3%	6%	0.4%	0%	-17%	1%	i	-1.4	0%
NC(=O)NC(=O)CSc1nnc(-c2ccc(Cl)cc2)n1CC1CCCO1 (stereo not drawn)
    1%	14%	-0.2%	-1%	-25%	2%	i	-0.1	-3%
CCOC(=O)C1CCCN(C(=O)c2cc(C)oc2C)CC1 (stereo not drawn)
    .	-2%	-0.3%[9.22 µM]	.	-1%	-5%	i	0.1	.
CCOc1cc(/C=N/NC(=O)NN(C)c2ncc(C(F)(F)F)cc2Cl)ccc1O
    0%	-9%	5.8%	2%	-12%	14%	i	-4.1	?
COCCN(C(=O)CCC(=O)Nc1cc(C)on1)C(C(=O)NC(C)(C)C)c1cccc(OC)c1OC (stereo not drawn)
    3%	1%	0.3%	1%	1%	4%	i	-5.3	2%
CN(Cc1cnn(Cc2ccccc2)c1)C(=O)CN=C1NS(=O)(=O)c2ccccc21
    ?	1%	-0.4%	2%	-6%	8%	i	0.2	2%
Cc1cccc(-c2cc3c(nn2)-c2ccccc2C3=O)c1
    ?	-2%	5.3%	1%	-3%	7%	i	-4.6	.
COc1cc(NC(=O)/C=C/c2ccccc2)c(C(=O)O)cc1OC
    1%	-4%	-0.4%	-1%	-21%	1%	i	-3.0	4%
CCSc1nc(N)c2c3c(sc2n1)CCC3
    -6%	2%	0.8%	-19%	2%	-2%	i	-0.3	?
Cc1c(C(=O)O)sc2[nH]c(=O)n(Cc3ccccc3)c(=O)c12
    -2%	-4%	-0.4%	-1%	8%	1%	i	1.3	20%
Cc1ccccc1C(=O)N1c2ncnn2C2(CCCCC2)[C@@H]2CCCC[C@@H]21
    -6%	.	-0.8%	.	-14%	.	.	.	-11%
CCCn1c(/N=C/c2c[nH]c3ccccc23)nc2ccccc21
    0%	-20%	-0.2%	-1%	?	23%	i	-1.7	4%
C=CCC(C(=O)OC)(C(=O)OC)c1ccc([N+](=O)[O-])cn1
    ?	4%	1.8%	1%	-7%	3%	i	-3.2	28%
CCCCC(=O)Nc1nnc(S(=O)(=O)N2CCCCCC2)s1
    -5%&0%	-2%	-1.2%&0.7%	0%	9%&13%	0%	i	-3.0	1%&-24%
Cc1nn(CC(=O)NCC2CCCO2)c(=O)c2cc3ccccc3n12 (stereo not drawn)
    9%	6%	0.0%	-5%	5%	9%	i	-2.4	0%
